Bioassay records from PubChem BioAssay.
All columns: NCI-60 one-dose screen, growth in % after 48 h at 10 µM unless noted; 100 = growth as untreated, 0 = no growth, -100 = all killed.
ACHN – ACHN renal cancer; 81,000 tested, 4.9% active; AID 1794771
IGROV1 – IGROV1 ovarian cancer. 79,000 tested, 4.7% active
NCI/ADR-RES – NCI/ADR-RES ovarian cells; 81,000 tested, 4.4% active; AID 1794790
UO-31 – UO-31 renal cancer | 81,000 tested, 5.2% active | AID 1794768
SN12C – SN12C renal cancer cells | 81,000 tested, 3.8% active | AID 1794767
TK-10 – TK-10 renal cancer cells; AID 1794769; 81,000 tested, 3.9% active
786-0 – 786-0 renal cancer cells; 81,000 tested, 5.1% active; AID 1794775
CAKI-1 – CAKI-1 renal cancer; 75,000 tested, 4.7% active; AID 1794772
Numbers without * were called inactive; x = no result given; & = joins results of further samples. The calls were made as follows: active = growth percent below 10; inactive = the rest.

1: CCOC(=O)c1cc(C(=O)c2ccc(F)cc2F)n2ccccc12
2: COC(=O)C1CCCN1S(=O)(=O)/N=C1\NC(=O)NC1=C(Cl)Cl (configuration not stated)
3: COc1cc(-c2nc(-c3ccccc3)[nH]c2-c2ccnc(NCCCNS(=O)(=O)c3ccc(Br)cc3)n2)ccc1Cl
4: Cc1cc2cn3c4ccc(O)cc4nc(N)c3c2cc1C
5: Cc1nn(-c2nc3ccccc3[nH]2)c(N)c1-c1ccccc1
6: Fc1cccc(/C=N/Nc2nc(N/N=C/c3cccc(F)c3)nc(N3CCCCC3)n2)c1
Screen / compound no.	1	2	3	4	5	6
ACHN	97	100	62	7.6*	95	91
IGROV1	82	102	77	3.0*	96	90
NCI/ADR-RES	88	107	70	9.2*	83	76
UO-31	72	95	58	6.2*	98	78
SN12C	96	99	69	45	94	95
TK-10	115	138	109	5.0*	103	121
786-0	91	108	74	13	95	89
CAKI-1	x	105	68	-4.3*	92	90

7: COc1cccc(Sc2nc(N)nc3c2CCN(Cc2ccc(OC)cc2OC)C3)c1
8: [2H]c1c([2H])c(C2([2H])C([2H])([2H])NC([2H])([2H])C([2H])([2H])C2([2H])[2H])c([2H])c([2H])c1-n1cc2cccc(C(N)=O)c2n1 (configuration not stated)
9: COc1ccc2cc(-c3nc4ccccc4s3)c(Cl)nc2c1OC
10: COC1/C=C/OC2(C)Oc3c(C)c(O)c4c(O)c(c(C=NOC(c5ccccc5)c5ccccc5)c(O)c4c3C2=O)NC(=O)/C(C)=C/C=C/C(C)C(O)C(C)C(O)C(C)C(OC(C)=O)C1C (configuration not stated)
11: CCOC(=O)c1sc(/N=C2\C(=O)Nc3ccc(F)cc32)nc1C
12: CNCc1cccc(OC)c1OC
Screen / compound no.	7	8	9	10	11	12
ACHN	83	77	97	20	100	110
IGROV1	83	79	103	30	93	85
NCI/ADR-RES	96	99	100	29	96	115
UO-31	58	79	64	27	74	83
SN12C	80	84	100	17	106	107
TK-10	110	105	118	31	115	115
786-0	88	111	119	12	106	116
CAKI-1	82	x	94	14	x	85

13: COc1cc2c(cc1Cc1cccc(Cl)c1F)c(=O)c(C(=O)O)cn2[C@@H](CO)C(C)C
14: COc1ccc2c(c1)OC13Oc4cc(OC)ccc4C=C1CSCC3=C2
15: COc1cc(CNC(=O)/C=C/c2ccc3c(c2)OCO3)ccc1OCc1cn(-c2ccc(C#N)cc2)nn1
16: c1ccc2c(Nc3ccc(C4=NCCN4)cc3)nnc(Nc3ccc(C4=NCCN4)cc3)c2c1
17: CCCCCS(=O)(=O)Nc1ccc(C(=O)O)cc1
18: CCCCCCCCn1ccc2cc(NC(=O)CN3CCN(c4cc(C)nc(Cl)n4)CC3)ccc21
Screen / compound no.	13	14	15	16	17	18
ACHN	55	91	78	104	104	86
IGROV1	51	85	96	95	101	73
NCI/ADR-RES	60	96	76	96	102	85
UO-31	38	71	73	91	98	63
SN12C	56	94	84	75	101	100
TK-10	70	125	118	95	92	95
786-0	70	95	89	101	102	95
CAKI-1	64	84	67	92	102	93

19: CCOC(=O)c1ccc(NC(=O)C2(N3C(=O)c4ccccc4C3=O)CCCC2)cc1
20: Cc1cccc(NC(=O)c2ccccc2Cl)c1
21: COc1ccc(C2=NN(/C=C3\SC(=O)NC3=Nc3ccc(F)cc3)C(c3ccc(F)cc3)C2)cc1 (configuration not stated)
22: CCCCCn1sc(=O)n(Cc2ccc(COC(=O)C(C)c3ccc(CC(C)C)cc3)cc2)c1=O (configuration not stated)
23: Cc1ccc(-c2nc3sc(C)nn3c2-c2nc3cc(Cl)c(F)cc3[nH]2)cc1
24: CC(C)(C)c1cc(C=Nc2cccc(C(F)(F)F)c2)c(O)c(C(C)(C)C)c1
Screen / compound no.	19	20	21	22	23	24
ACHN	102	111	94	105	89	111
IGROV1	158	114	98	101	106	105
NCI/ADR-RES	105	109	103	105	97	100
UO-31	126	95	73	85	77	81
SN12C	97	106	98	96	98	99
TK-10	109	91	88	104	89	85
786-0	104	95	93	101	95	107
CAKI-1	102	102	89	91	91	90

25: CC(=O)NC1C(=O)OC(C(O)CO)C1O (configuration not stated)
26: Cc1ccc(N=CNN=C(N)N)cc1
27: CCCCn1c(N)c(N(CC)C(=O)COc2ccc(Cl)cc2Cl)c(=O)[nH]c1=O
28: O=C(NC(CSC(=O)c1ccccc1)C(=O)O)OCc1ccccc1 (configuration not stated)
29: CC(C)C[C@H](NC(=O)Cn1ccc(NCc2ccccc2)cc1=O)B(O)O
30: COc1ccc(-c2nnc(COc3ccc(-c4nnc(N)s4)cc3)o2)cc1
Screen / compound no.	25	26	27	28	29	30
ACHN	101	102	96	102	9.7*	101
IGROV1	113	103	x	102	41	101
NCI/ADR-RES	98	108	104	101	81	91
UO-31	72	77	83	87	-41*	83
SN12C	93	99	104	103	31	93
TK-10	106	118	112	91	-11*	111
786-0	101	115	98	110	21	98
CAKI-1	89	97	136	93	x	101

31: CCN(CC)CCOc1ccc(C=O)cc1
32: CCOC(=O)COc1c(C)cc(SSc2cc(C)c(OCC(=O)OCC)c(C)c2)cc1C
33: COC1=CC(=O)C[C@@H](C)[C@]12Oc1c(Cl)c(OC)cc(OC)c1C2=O
34: Cc1c(C(=O)N[C@H](CO)Cc2ccccc2)[nH]c2ccc(Cl)cc2c1=O
35: Cc1nc(N)nc(N(C)c2ccccc2)c1Br
36: CC(=O)Nc1ccc(N)cc1S(=O)(=O)O
Screen / compound no.	31	32	33	34	35	36
ACHN	105	107	100	101	105	109
IGROV1	107	96	89	106	104	112
NCI/ADR-RES	99	110	76	108	106	107
UO-31	93	82	83	98	124	97
SN12C	109	102	96	x	112	98
TK-10	89	88	96	94	105	99
786-0	92	114	99	96	90	99
CAKI-1	x	106	82	95	96	x

37: CCOC(=O)/C=C1/SC(=Nc2ccc(C)cc2)N(Cc2ccco2)C1=O
38: O=[N+]([O-])c1cnc(N2CCN(CC3CC3)CC2)nc1N1CCN(CC2CC2)CC1
39: Cc1ccc(F)c(C)c1NS(=O)(=O)c1c(C(=O)Nc2cccc(C#N)c2)c(C)n(C)c1C
40: Cc1c(COc2cccc(-c3cnco3)c2)c(C)c(COc2cccc(-c3cnco3)c2)c(C)c1COc1cccc(-c2cnco2)c1
41: CC(=O)n1c(-c2ccc(Cl)cc2)nc2c(c1=O)C(c1ccc(Cl)cc1)c1sc3c(Cl)cccc3c1O2 (configuration not stated)
42: O=C(CCN1C(=O)NC2NC(=O)NC21)NCCc1ccccc1 (configuration not stated)
Screen / compound no.	37	38	39	40	41	42
ACHN	88	104	86	98	23	115
IGROV1	79	91	96	95	13	114
NCI/ADR-RES	77	90	94	92	-17*	109
UO-31	65	80	82	73	16	96
SN12C	80	98	98	95	-0.1*	95
TK-10	x	102	87	98	-7.4*	93
786-0	80	95	98	100	-50*	104
CAKI-1	x	92	87	78	7.8*	94

43: Cc1ccc2nc3c(nc2c1)c1cc(I)ccc1n3CCN(C)C
44: CCOC(=O)c1ncc(-c2cc(F)c(F)c(F)c2)c(NC2CCCCCC2)n1
45: CCCCCCCCCCCCOC(=O)CCl
46: Clc1ccc2[nH]cc(-c3cncn3CCc3ccccc3)c2c1
47: O=[N+]([O-])c1cccc(N=Cc2ccccc2)c1
48: Cc1nn(-c2ccccc2)c(Oc2c(Cl)cccc2Cl)c1/C=N/N=c1\sc2ccccc2n1C
Screen / compound no.	43	44	45	46	47	48
ACHN	6.6*	94	106	66	102	44
IGROV1	14	106	101	69	114	54
NCI/ADR-RES	12	101	104	51	108	56
UO-31	8.1*	74	101	42	91	57
SN12C	21	103	90	57	104	59
TK-10	49	x	99	43	94	86
786-0	24	103	108	63	105	51
CAKI-1	8.7*	85	85	39	88	36

Molecules above that contain an NH in an aromatic ring (six):
3: COc1cc(-c2nc(-c3ccccc3)[nH]c2-c2ccnc(NCCCNS(=O)(=O)c3ccc(Br)cc3)n2)ccc1Cl
5: Cc1nn(-c2nc3ccccc3[nH]2)c(N)c1-c1ccccc1
23: Cc1ccc(-c2nc3sc(C)nn3c2-c2nc3cc(Cl)c(F)cc3[nH]2)cc1
27: CCCCn1c(N)c(N(CC)C(=O)COc2ccc(Cl)cc2Cl)c(=O)[nH]c1=O
34: Cc1c(C(=O)N[C@H](CO)Cc2ccccc2)[nH]c2ccc(Cl)cc2c1=O
46: Clc1ccc2[nH]cc(-c3cncn3CCc3ccccc3)c2c1
Screen / compound no.	3	5	23	27	34	46
ACHN	62	95	89	96	101	66
IGROV1	77	96	106	x	106	69
NCI/ADR-RES	70	83	97	104	108	51
UO-31	58	98	77	83	98	42
SN12C	69	94	98	104	x	57
TK-10	109	103	89	112	94	43
786-0	74	95	95	98	96	63
CAKI-1	68	92	91	136	95	39

Continuation.
49: Cc1ccccc1CNC(=O)C1CN(c2ccc(Cl)cc2)N(c2ccc(Cl)cc2)C1=O (configuration not stated)
50: O=C(COC(=O)c1ccccc1)NCCCCc1ccccc1
51: CC(C)N1Cc2ccc([nH]2)CN(C(C)C)C1
52: COc1ccc(C=NCCN=Cc2ccc(OC)cc2OC)c(OC)c1
53: CC1(C)OC(=O)NC1=O
54: CCCC(CCC)C(=O)OCc1cn(-c2cc3ccccc3oc2=O)nn1
Screen / compound no.	49	50	51	52	53	54
ACHN	87	103	73	100	98&99	100
IGROV1	90	107	94	99	102&105	96
NCI/ADR-RES	84	105	90	105	153&100	101
UO-31	64	97	93	84	90&89	85
SN12C	91	100	90	89	94&97	97
TK-10	91	100	110	99	107	104
786-0	97	103	106	96	96&106	97
CAKI-1	72	107	66	100	99&94	93

55: O=C(CSc1nc2ccccc2c(=O)n1-c1ccc(Cl)cc1)N/N=C/c1ccc(N2CCCCC2)cc1
56: CCCCC(CCCC)NC(C)CO (configuration not stated)
57: CC1CC(c2ccccc2)(c2ccccc2)C(=O)C(C)N1C (configuration not stated)
58: CC1(C)C2CC=C(C=C(C#N)C#N)C1C2 (configuration not stated)
59: CC1(C)CC2=C(C(=O)O1)C(c1ccccc1)NC(=O)N2 (configuration not stated)
60: Cc1nn(-c2ccccc2)c2c1N=c1s/c(=C\c3ccc(C(F)(F)F)cc3)c(=O)n1C(C)N2 (configuration not stated)
Screen / compound no.	55	56	57	58	59	60
ACHN	17	107	103	106	106	94
IGROV1	55	95	92	110	108	65
NCI/ADR-RES	40	106	109	99	112	87
UO-31	53	89	91	94	85	35
SN12C	62	121	101	102	105	109
TK-10	103	94	110	107	102	91
786-0	7.2*	115	91	110	117	90
CAKI-1	x	103	101	100	91	80

61: C[C@@H]1N=C(c2ccc(N(C)C)cc2)Nc2nc3ccccn3c2C1=O
62: CCCCCC(O)(CCCC)CCCC
63: COC12CCCC3(OCCO3)C1C(Cl)C2Cl (configuration not stated)
64: COc1ccc(NC(=O)C2=C(C)Nc3ncnn3C2c2ccccc2Cl)cc1 (configuration not stated)
65: CCN(CC)C(=O)Cn1cc(C(N)=O)nn1
66: CS(=O)(=O)c1ccc(C(=O)N/N=C/c2ccc(Cl)c(Cl)c2)cc1
Screen / compound no.	61	62	63	64	65	66
ACHN	85	100	102	104	101	103
IGROV1	85	114	100	103	99	85
NCI/ADR-RES	80	113	105	108	103	105
UO-31	54	94	85	102	84	101
SN12C	102	93	92	108	100	101
TK-10	86	105	101	102	96	108
786-0	102	104	99	100	103	95
CAKI-1	90	103	x	92	100	90

67: NC(CCc1ccc2c(c1)OCO2)c1ccccc1 (configuration not stated)
68: CCOc1ccc(NC(Cc2ccccc2)c2ccc(OC)cc2)cc1 (configuration not stated)
69: COc1ccc(/C=C2/SC(N3CCN(c4ccc(Cl)cc4)CC3)=NC2=O)cc1OC
70: COC(=O)c1ccc(CNC(=O)c2ccccc2C(=O)NCC2(CBr)OCCO2)cc1
71: O=C1OC(c2cc(Br)c(O)c(Br)c2)c2ccccc21 (configuration not stated)
72: CC(C)(O)/C=C/C(C)(C)O
Screen / compound no.	67	68	69	70	71	72
ACHN	114	109	103	104	99	97
IGROV1	100	89	94	112	104	101
NCI/ADR-RES	98	99	94	106	109	113
UO-31	88	80	73	85	85	83
SN12C	99	84	91	99	109	103
TK-10	98	102	109	109	96	x
786-0	89	99	x	98	97	101
CAKI-1	x	93	81	96	114	101
